Bioassay records from PubChem BioAssay.
ABCG2 block: human ABCG2 inhibition, ABCB1 as counter-screen; IgMXP3 cells, JC-1 efflux, flow cytometry; Q9UNQ0; AID 1325; 0.1% of 190,000 active; inhibition, % at 6.6 µM;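 active = inhibition above 80%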;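 also: 0% = DMSO and 100% = nicardipine control wells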
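material = IgMXP3 (ABCG2) plus far-red-tagged CCRF-Adr (ABCB1) cells | amount = 3 million cells/mL, equal mix of both lines | also added = JC-1 transporter substrate | dosing = one concentration, 6.6 µM final | schedule = 10 min at 25 °C | measured by = flow cytometric JC-1 green MFI at 530 nm | read-out basis = percent efflux inhibition, scaled nicardipine 100% to DMSO 0%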
Bcl-B Bim block: human Bim-Bcl-B interaction inhibition | 0.073% of 190,000 active | AID 951 | bead-based flow cytometry, Bim peptide-Bcl-B binding | inhibition, % at 10 µM | Q9HD36;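 also: 0% = tracer peptide without compound and 100% = reference inhibitor peptide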
Target sequence (Q9HD36 whole entry, looked up): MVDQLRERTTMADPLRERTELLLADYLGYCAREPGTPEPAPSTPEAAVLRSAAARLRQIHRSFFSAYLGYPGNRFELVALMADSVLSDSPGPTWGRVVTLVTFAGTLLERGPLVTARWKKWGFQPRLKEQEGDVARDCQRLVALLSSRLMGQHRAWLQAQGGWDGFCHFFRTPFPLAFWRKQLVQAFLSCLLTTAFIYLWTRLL
Bcl-W Bim block: inhibitors of Bim-Bcl-W interaction, human; Q92843; bead-based flow cytometry, Bim peptide-Bcl-W binding; inhibition, % at 10 µM; 0.02% of 190,000 active; AID 952;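 also: 0% = bound tracer without compound and 100% = peptide blocker; higher means less fluorescent Bim peptide bound to Bcl-W beads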
Target sequence (Q92843 whole entry, looked up): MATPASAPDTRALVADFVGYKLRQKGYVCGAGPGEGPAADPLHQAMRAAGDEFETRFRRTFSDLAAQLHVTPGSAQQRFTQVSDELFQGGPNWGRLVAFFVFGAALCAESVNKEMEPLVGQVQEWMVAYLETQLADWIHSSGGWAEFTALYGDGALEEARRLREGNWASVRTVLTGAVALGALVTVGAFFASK
GSH bead fluor: compound fluoresces at 488/530 nm on GSH beads | GSH beads flow cytometry, compound fluorescence 488/530 nm; active compounds read high | fluorescence (KMESF) at 10 µM | 0.25% of 190,000 active | AID 1776; in the data active = fluorescence above about 89;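 also: glutathione beads carrying GST-tagged Bcl family fusion proteins plus one bare bead set; values are compound well signal with DMSO vehicle wells as background; inactives centre near 16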
Bcl-XL Bim block: inhibitors of Bim-Bcl-XL interaction, human | inhibition, % at 10 µM | 0.04% of 190,000 active | AID 1007 | Bim peptide-Bcl-XL binding, bead flow cytometry, fluorescence | Q07817
Target sequence (Q07817 whole entry, looked up): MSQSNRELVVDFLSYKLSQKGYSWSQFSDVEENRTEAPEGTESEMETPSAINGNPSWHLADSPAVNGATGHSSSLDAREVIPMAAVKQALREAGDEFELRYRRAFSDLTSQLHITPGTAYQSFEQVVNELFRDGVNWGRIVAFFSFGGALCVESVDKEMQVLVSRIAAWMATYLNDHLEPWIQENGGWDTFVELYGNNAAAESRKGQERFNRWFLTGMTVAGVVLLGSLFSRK
Avidin fluor: compound fluoresces at 488/530 nm on avidin beads. compound fluorescence 488/530 nm, flow cytometry; active compounds read high. fluorescence (KMESF) at 10 µM. 0.38% of 220,000 active; in the data active = fluorescence above about 47; also: inactives centre near 10
Bfl-1 Bim block: human Bim-Bfl-1 interaction inhibition | Q16548 | Bead-based flow cytometry, Bim-Bfl-1 binding inhibition | inhibition, % at 10 µM | 0.12% of 190,000 active | AID 1008;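 also: 0% = wells without compound plus tracer and 100% = blocker peptide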
RGS7-Gao: modulates binding of RGS7 to human Galphao; Multiplexed bead flow cytometry; actives lie on both sides; binding response (% of control), % at 10 µM; 0.35% of 220,000 active; AID 1439; in the data active = binding response below about 49% or above about 150%; inconclusive = no clear call, values can overlap the other calls; inactive = in between;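 also: fluorescent Galphao held in activated GDP-AlF4 state binding bead-coupled RGS7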
RGS4-Gao reg: modulates binding of RGS4 to human Galphao. binding response (% of control), % at 10 µM. P09471. 0.33% of 220,000 active. Multiplexed bead flow cytometry; actives lie on both sides; in the data active = binding response below about 49% or above about 150%; inactive = in between;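 also: fluorescent Galphao activated with aluminum fluoride binding bead-coupled RGS4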
Bim-Bcl-2: inhibitors of Bim-Bcl-2 interaction, human | P10415 | Bead-based flow cytometry, Bim peptide-Bcl-2 binding | inhibition, % at 10 µM | 0.06% of 190,000 active; in the data active = inhibition above about 40%; inconclusive = no clear call, values can overlap the other calls;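 also: 0% = no compound wells with probe peptide and 100% = reference peptide inhibitor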
Target sequence (P10415 whole entry, looked up): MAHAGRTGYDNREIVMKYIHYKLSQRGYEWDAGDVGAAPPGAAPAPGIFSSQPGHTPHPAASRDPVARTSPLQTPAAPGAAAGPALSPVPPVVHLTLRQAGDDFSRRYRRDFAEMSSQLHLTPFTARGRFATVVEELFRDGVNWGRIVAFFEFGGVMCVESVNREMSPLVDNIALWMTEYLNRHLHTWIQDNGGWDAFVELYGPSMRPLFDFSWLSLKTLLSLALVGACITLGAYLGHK
ABCB1 inh: human ABCB1 inhibition, ABCG2 as counter-screen; P08183; CCRF-Adr cells, JC-1 efflux, flow cytometry; inhibition, % at 6.6 µM; 0.067% of 190,000 active; in the data active = inhibition above about 40%;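 also: 0% = vehicle and 100% = reference inhibitor; higher value means more JC-1 retained so stronger ABCB1 efflux block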
The depositor's hits bear a star; ? = inconclusive; / = not tested or not shown. Rule as the data show it, unless noted: active = inhibition above about 40%.

#1 Cc1nn(Cc2cccc(C(=O)N3N=C(C(F)F)CC3(O)C(F)F)c2)c(C)c1[N+](=O)[O-] (stereo unspecified)
#2 CCOc1cc(CO)cc(Br)c1OCC(=O)Nc1ccccc1C
#3 CCC(C)NCCCOc1ccc(Cl)cc1C(C)(C)C (stereo unspecified)
#4 CSc1nsc(SCC(=O)Nc2ccc(OC(C)=O)cc2)n1
#5 COc1ccc(OCCSc2nnc(-c3cccnc3)n2N)cc1
#6 COC(=O)CCC(=O)NC(=S)Nc1sc(C)c(C)c1C(N)=O
#7 CCc1ccccc1NC1c2ccccc2C(=O)N1Cc1ccco1 (stereo unspecified)
#8 O=C(O)C1CC=CCC1C(=O)NCc1ccccc1 (stereo unspecified)
Compound	1	2	3	4	5	6	7	8
ABCG2 block	6.3	12.3	6.5	5.1	0.7	-9.3	1.2	-0.6
Bcl-B Bim block	-6.0	-3.0	/	-2.0	1.0	-9.0	-9.0	-6.0
Bcl-W Bim block	-3.0	-2.0	/	-3.0	1.0	-1.0	0.0	0.0
GSH bead fluor	12	18	46	14	23	4	26	24
Bcl-XL Bim block	-5.0	-1.0	/	-1.0	-6.0	1.0	-1.0	-2.0
Avidin fluor	11	8	7	9	7	15	6	7
Bfl-1 Bim block	-17.0	-5.0	/	-3.0	0.0	4.0	-7.0	-4.0
RGS7-Gao	101.4	?	95.1	?	94.1	107.5	98.6	95.4
RGS4-Gao reg	102.3	104.7	93.8	101.9	94.7	106.7	98.5	96.0
Bim-Bcl-2	-8.0	-4.0	?	0.0	1.0	2.0	-9.0	-7.0
ABCB1 inh	2.3	0.8	6.0	-0.3	0.3	-1.0	1.0	-0.5

Compound profiles, from the list above.
O=C(O)C1CC=CCC1C(=O)NCc1ccccc1 (stereo unspecified) reads ABCG2 block = -0.6; Bcl-B Bim block = -6.0; Bcl-W Bim block = 0.0; GSH bead fluor = 24; Bcl-XL Bim block = -2.0; Avidin fluor = 7; Bfl-1 Bim block = -4.0; RGS7-Gao = 95.4; RGS4-Gao reg = 96.0; Bim-Bcl-2 = -7.0; ABCB1 inh = -0.5
Cc1nn(Cc2cccc(C(=O)N3N=C(C(F)F)CC3(O)C(F)F)c2)c(C)c1[N+](=O)[O-] (stereo unspecified) reads ABCG2 block = 6.3; Bcl-B Bim block = -6.0; Bcl-W Bim block = -3.0; GSH bead fluor = 12; Bcl-XL Bim block = -5.0; Avidin fluor = 11; Bfl-1 Bim block = -17.0; RGS7-Gao = 101.4; RGS4-Gao reg = 102.3; Bim-Bcl-2 = -8.0; ABCB1 inh = 2.3

(cont.)
#9 Cc1ccccc1-c1noc(-c2ccccc2C(=O)N2CCCC2)n1
#10 O=C(Nc1ccccc1N1CCCC1)c1ccc(Cl)cc1Cl
#11 COc1ccc(-c2csc(Cc3nnc(N4CCOCC4)n3-c3ccccc3)n2)cc1
#12 CC(=O)c1ccc(NC(=O)C2(c3ccccc3)CCOCC2)cc1
#13 CCN1CCCC1CNC(=O)C(=O)NCCc1ccc(OC)c(OC)c1 (stereo unspecified)
#14 CC(C)C[C@H](N)c1nnc(S(=O)(=O)Cc2ccc(F)cc2)o1
#15 CCOC(=O)c1ccc(Nc2cc(C)nc(-c3ccccc3O)n2)cc1
#16 CCOc1ccc(C2C=C(c3ccccc3)Nc3ncnn32)cc1 (stereo unspecified)
Compound	9	10	11	12	13	14	15	16
ABCG2 block	0.9	7.9	3.3	0.6	1.0	5.9	-9.9	1.0
Bcl-B Bim block	-4.0	-1.0	-10.0	-1.0	-1.0	-7.0	-4.0	0.0
Bcl-W Bim block	1.0	0.0	4.0	-2.0	1.0	-1.0	0.0	0.0
GSH bead fluor	45	24	53	27	19	20	40	22
Bcl-XL Bim block	-11.0	0.0	0.0	3.0	-2.0	-7.0	-5.0	-1.0
Avidin fluor	7	11	14	14	10	26	8	14
Bfl-1 Bim block	-10.0	-2.0	-11.0	0.0	-2.0	-18.0	-7.0	-4.0
RGS7-Gao	98.9	99.4	100.0	102.4	98.9	98.7	96.6	97.6
RGS4-Gao reg	99.9	99.8	98.0	100.0	99.1	102.5	103.6	100.3
Bim-Bcl-2	-10.0	-2.0	-9.0	1.0	-2.0	-6.0	-6.0	0.0
ABCB1 inh	0.3	1.8	0.9	0.2	0.5	0.0	-6.1	0.3

#17 CC(=O)c1cccc(NC(=O)C2CCN(S(=O)(=O)c3c(C)n[nH]c3C)CC2)c1
#18 COc1ccc(-n2c(Cc3ccccc3)nnc2SCc2ccc([N+](=O)[O-])cc2)cc1
#19 CCOC(=O)C1=C(C)Nc2nc(SCC)nn2C1c1ccc(OC)cc1 (stereo unspecified)
#20 CCCN(C(=O)CSc1nnc(-c2ccoc2C)n1N)C1CCS(=O)(=O)C1 (stereo unspecified)
#21 COC(=O)c1ccc(/C=N/N2C(C)CCCC2C)cc1 (stereo unspecified)
#22 O=C(O)C1C(c2ccccc2)C(C(=O)N2CCOCC2)C1c1ccccc1 (stereo unspecified)
#23 CC(NC(=O)CN(C)Cc1nc2ccccc2c(=O)[nH]1)c1ccccc1 (stereo unspecified)
#24 O=C(Nc1ccc(C(=O)O)cc1)Nc1cccc([N+](=O)[O-])c1
Compound	17	18	19	20	21	22	23	24
ABCG2 block	6.0	8.5	6.3	2.5	5.7	20.1	1.4	5.8
Bcl-B Bim block	-7.0	-8.0	-8.0	-3.0	3.0	2.0	0.0	-1.0
Bcl-W Bim block	-2.0	0.0	2.0	0.0	3.0	-1.0	0.0	1.0
GSH bead fluor	29	8	11	17	11	15	6	8
Bcl-XL Bim block	-10.0	-4.0	-5.0	-3.0	4.0	1.0	-2.0	-3.0
Avidin fluor	11	3	11	15	7	11	9	15
Bfl-1 Bim block	-8.0	2.0	-10.0	-1.0	3.0	0.0	-1.0	-3.0
RGS7-Gao	99.7	98.5	105.7	101.1	95.3	106.0	103.6	121.2
RGS4-Gao reg	99.0	100.1	105.0	101.7	98.4	104.3	102.4	121.8
Bim-Bcl-2	-10.0	-1.0	-11.0	-3.0	3.0	5.0	0.0	-2.0
ABCB1 inh	1.1	3.6	1.9	0.7	0.5	-1.6	0.1	0.0

#25 CC1CCc2c(sc(N)c2C(N)=O)C1 (stereo unspecified)
#26 COc1cccc(/C=N/n2nnc3c(cnn3-c3ccccc3)c2=O)c1
#27 COc1ccc(C(=O)SC2=NCCS2)cc1OC
#28 CC1=C(C(=O)Nc2ccc(C)cc2C)C(c2cccc([N+](=O)[O-])c2)n2nc(C(=O)OC(C)C)nc2N1 (stereo unspecified)
#29 CN(C)CC/C=C1\c2ccccc2COc2ccccc21
#30 COc1cc(/C=C2\SC(=O)N(c3ccccc3Cl)C2=O)cc([N+](=O)[O-])c1O
#31 Cc1cc(N2CCN(c3ccccc3)CC2)nc(-c2ccccc2O)n1
#32 CCOc1ccc(NS(=O)(=O)c2ccc(NC(C)=O)c(OC)c2)cc1
Compound	25	26	27	28	29	30	31	32
ABCG2 block	2.0	2.4	0.0	0.3	1.4	-1.3	1.1	0.8
Bcl-B Bim block	-9.0	0.0	-6.0	0.0	4.0	-1.0	0.0	-14.0
Bcl-W Bim block	1.0	0.0	4.0	0.0	2.0	0.0	-1.0	-1.0
GSH bead fluor	8	22	22	7	20	8	13	30
Bcl-XL Bim block	-2.0	1.0	-5.0	-1.0	-1.0	-1.0	-2.0	3.0
Avidin fluor	6	23	30	2	10	9	7	5
Bfl-1 Bim block	4.0	-9.0	-23.0	0.0	0.0	-4.0	1.0	-16.0
RGS7-Gao	106.0	99.6	101.9	93.0	102.9	99.0	83.6	95.6
RGS4-Gao reg	95.0	101.2	103.4	97.1	101.4	99.0	38.3*	102.8
Bim-Bcl-2	-1.0	-4.0	-11.0	1.0	-1.0	-4.0	1.0	-14.0
ABCB1 inh	0.5	-0.1	0.0	1.2	0.5	-0.4	0.3	0.3

#33 COc1ccc(OC)c(NC(=O)C(Sc2ccccc2)c2ccccc2)c1 (stereo unspecified)
#34 CCCCCCCn1ccc(=N)cc1
#35 CC(C)(Oc1ccc(Cl)cc1)C(=O)Nc1ccc2oc(-c3ccncc3)nc2c1
#36 O=S(=O)(Nn1cnnc1)c1ccc2ccccc2c1
#37 Cc1ccc(C2=NN(S(C)(=O)=O)C(c3cccs3)C2)cc1 (stereo unspecified)
#38 CC(=O)Nc1ccc(NC(=O)C2CCCN(c3nnc(-n4cccc4)s3)C2)cc1 (stereo unspecified)
#39 O=C(O)CC1S/C(=N\N=C/c2ccccc2)N(c2ccc(O)cc2)C1=O (stereo unspecified)
#40 CCn1c(SC(C)C(=O)OC)nnc1-c1c[nH]c2ccccc12 (stereo unspecified)
#41 CC(=O)NC1=NN(C(C)=O)C(C)(c2ccc(C)cc2)S1 (stereo unspecified)
#42 Fc1ccccc1Nc1nc(NCc2ccco2)nc(N2CCOCC2)n1
#43 Cc1ccc2nc3c(cc(C(=O)NCC4CCCO4)c(=N)n3CCCOC(C)C)c(=O)n2c1 (stereo unspecified)
Compound	33	34	35	36	37	38	39	40	41	42	43
ABCG2 block	8.6	0.2	6.6	0.6	0.5	0.5	-0.7	4.4	-3.9	16.2	0.2
Bcl-B Bim block	-3.0	-5.0	2.0	-2.0	-2.0	2.0	-5.0	-6.0	-5.0	0.0	-3.0
Bcl-W Bim block	-1.0	-1.0	1.0	0.0	-1.0	2.0	0.0	-1.0	-1.0	4.0	1.0
GSH bead fluor	25	24	28	25	21	8	34	18	5	14	19
Bcl-XL Bim block	-10.0	-5.0	0.0	-2.0	0.0	1.0	-4.0	-3.0	-5.0	3.0	0.0
Avidin fluor	12	32	12	8	10	21	13	6	13	13	5
Bfl-1 Bim block	0.0	-15.0	0.0	-5.0	-1.0	0.0	-16.0	-12.0	-1.0	0.0	-8.0
RGS7-Gao	92.2	98.2	99.1	103.4	97.9	98.2	101.0	92.5	96.0	103.2	101.1
RGS4-Gao reg	92.3	101.0	102.1	102.6	102.5	97.2	101.6	95.1	97.2	104.0	106.0
Bim-Bcl-2	-5.0	-7.0	0.0	-6.0	0.0	2.0	-7.0	-5.0	0.0	1.0	0.0
ABCB1 inh	0.8	0.3	0.6	-0.3	0.1	-0.1	-0.5	0.6	0.3	1.1	0.0
